# Menin-MLL TR inh: menin-MLL binding inhibition, Texas Red mutant peptide; AID 1768; O00255; Menin + Texas Red MLL mutant peptide, fluorescence polarization; Potency, µM (titrated, usually from 61.6 µM), inactives show at the highest dose FP activity change, negative = inhibition, most hits filed as inhibitors; 270,000 tested, 0.23% active; active = well fitted inhibition curve with a large enough effect in the polarisation, with a control signal flat, not every such curve was filed as active; inconclusive = small, poorly fitted or top-dose-only effect, or effect the other way, or a change in a side signal; inactive = no such curve, though single readings can be large or run the other way; the % refers to the polarisation; note: potency is the fitted concentration of half-maximal effect; % of control where 0% means no effect; many of its hits are not listed in these tables
# PKM2 act: activators of human pyruvate kinase M2. purified PKM2, Kinase-Glo ATP luminescence, activation; response scale: 0% is enzyme alone, no compound. Potency, µM (highest dose often 57.5 µM), for the others: top-dose activation, actives largely listed as activators. 260,000 tested, 0.34% active. P14618; note: potency is the fitted concentration of half-maximal effect; % is set by controls: 0 for no effect and ±100 for the full control effect; nearly all actives have a fitted effect of over 55% in size
#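 Kinase-Glo luminescence reports ATP generated from ADP (0.1 mM) and PEP (0.5 mM) by purified hPK-M2 after 1 h at room temperature, pH 7.2 imidazole buffer; intermediate enzyme activity allows detecting inhibitors and activators.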
# BRCA1 expr up: increases BRCA1 expression; 380,000 tested, 1.1% active; AID 624202; Potency, µM (highest dose often 46.1 µM), without a hit: at the highest dose activation, most hits filed as activators; MCF7-BRCA1-FFLuc reporter, luminescence, 48 h; response scale: scaled: vehicle 0%, 10 µM genistein 100%; note: potency is the fitted concentration of half-maximal effect; nearly all actives have a fitted effect of over 80% in size; some results filed as inactive show a strong effect at the top dose
#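 Quantitative HTS in MCF7 cells stably reporting BRCA1 expression via firefly luciferase. Compound treatment lasts 48 h at 37 °C in phenol-red free MEM. Activation is expressed relative to genistein at 10 microM and DMSO.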
# Rab9 promoter act: activates the Rab9 promoter; Huh7 Rab9 promoter-luciferase reporter, luminescence, 24 h; 320,000 tested, 2.8% active; Potency, µM (doses to about 9.22 µM), without a hit: at the highest dose activation, negative = inhibition, most hits filed as activators; note: potency is the fitted concentration of half-maximal effect; % of control where 0% means no effect; nearly all actives have a fitted effect of over 60% in size
#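 Luciferase signal after 10 min detection reagent at ambient indicates Rab9 promoter upregulation; stably transfected Huh7 cells were treated 24 h with compound in DMSO at 37 °C, 5% CO2.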
# VP16 counter: inhibits Gal4-VP16 luciferase reporter, ROR gamma counter-screen. Potency, µM (highest dose often 53.6 µM), inactives show at the highest dose activity, negative = inhibition, usual class: inhibitors. 310,000 tested, 3.5% active. Drosophila S2 Gal4-VP16 UAS-luciferase, luminescence, 20 h;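 note: Gal4-VP16 expression switched on by copper sulfate through the metallothionein promoter; potency is the fitted concentration of half-maximal effect; % is set by controls: 0 for no effect and ±100 for the full control effect; nearly all actives have a fitted effect of over 50% in size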
# ELG1 genotoxic: induces genotoxicity in HEK293T cells with luciferase-tagged ELG1; 330,000 tested, 1.3% active; Potency, µM (doses to about 46 µM), inactives show top-dose activity change, positive = activation, hits mostly activators; HEK293T ELG1-luciferase reporter, luminescence, 16 h; note: potency is the fitted concentration of half-maximal effect; % of control where 0% means no effect; nearly all actives have a fitted effect of over 60% in size
#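 DMSO vehicle served as control against compound-treated ELG1-luciferase HEK293T cells; exposure lasted 16 hr at 37 °C and 5% CO2, followed by ONE-Glo luminescence detection after 30 min.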
# RORg inh: ROR gamma (mouse) transcription inhibition. P51450. Drosophila S2 Gal4-RORgamma UAS-luciferase reporter, 20 h. Potency, µM (titrated, usually from 53.6 µM), inactives show at the highest dose activity change, negative = inhibition, usual class: inhibitors. 310,000 tested, 5.4% active; note: potency is the fitted concentration of half-maximal effect; % is set by controls: 0 for no effect and ±100 for the full control effect; nearly all actives have a fitted effect of over 60% in size
# Target sequence (P51450 whole entry, looked up, the tested form may be a part): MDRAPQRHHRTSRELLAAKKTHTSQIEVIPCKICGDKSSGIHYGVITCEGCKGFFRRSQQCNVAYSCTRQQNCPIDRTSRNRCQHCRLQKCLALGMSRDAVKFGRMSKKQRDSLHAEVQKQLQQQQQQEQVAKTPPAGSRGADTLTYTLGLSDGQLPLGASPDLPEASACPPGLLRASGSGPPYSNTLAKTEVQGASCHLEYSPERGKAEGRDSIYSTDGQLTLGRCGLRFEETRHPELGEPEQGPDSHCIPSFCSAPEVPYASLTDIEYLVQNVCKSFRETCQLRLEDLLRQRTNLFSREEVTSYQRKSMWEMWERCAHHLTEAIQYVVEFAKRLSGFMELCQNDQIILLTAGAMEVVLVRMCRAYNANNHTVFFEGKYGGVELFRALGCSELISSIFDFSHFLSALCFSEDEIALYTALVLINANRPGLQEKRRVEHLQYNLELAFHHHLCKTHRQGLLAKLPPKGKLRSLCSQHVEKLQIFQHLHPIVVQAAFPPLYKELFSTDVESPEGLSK
#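 Drosophila Schneider cells stably carrying a metallothionein-driven Gal4 DBD–ROR gamma fusion and a UAS-Photinus luciferase reporter were exposed to compound for 1 hr, then induced with copper sulfate (700 uM final) for 20 hr at ambient temperature before luminescence reading.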
# Giardia kill: Giardia lamblia killing | activity change, % at 7.66 µM, hits read low | 340,000 tested, 0.15% active | Giardia lamblia trophozoite viability | AID 540267; in the data active = activity change below about -80%; inconclusive = between about -30% and that limit;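 note: parasites exposed to compound for two days anaerobically before the ATP read; % is set by controls: 0 for no effect and ±100 for the full control effect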
#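 Luminescence from cellular ATP indicates surviving trophozoites (100 cells/well) following 48 hrs anaerobic compound treatment at 37 deg C; signal develops 15-30 min at room temperature.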
# FLuc counter: counter-screen for miR-21 project: firefly luciferase inhibitors or activators. P08659. purified FLuc, Km substrates, luminescence inhibition. Potency, µM (top dose mostly 57.5 µM), inactives show at the highest dose activity change, negative = inhibition, actives largely listed as inhibitors. 360,000 tested, 6.9% active. AID 588342;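 note: potency is the fitted concentration of half-maximal effect; plate controls were vehicle for no effect and reference inhibitor for full effect; nearly all actives have a fitted effect of over 55% in size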
# Target sequence (P08659 whole entry, looked up): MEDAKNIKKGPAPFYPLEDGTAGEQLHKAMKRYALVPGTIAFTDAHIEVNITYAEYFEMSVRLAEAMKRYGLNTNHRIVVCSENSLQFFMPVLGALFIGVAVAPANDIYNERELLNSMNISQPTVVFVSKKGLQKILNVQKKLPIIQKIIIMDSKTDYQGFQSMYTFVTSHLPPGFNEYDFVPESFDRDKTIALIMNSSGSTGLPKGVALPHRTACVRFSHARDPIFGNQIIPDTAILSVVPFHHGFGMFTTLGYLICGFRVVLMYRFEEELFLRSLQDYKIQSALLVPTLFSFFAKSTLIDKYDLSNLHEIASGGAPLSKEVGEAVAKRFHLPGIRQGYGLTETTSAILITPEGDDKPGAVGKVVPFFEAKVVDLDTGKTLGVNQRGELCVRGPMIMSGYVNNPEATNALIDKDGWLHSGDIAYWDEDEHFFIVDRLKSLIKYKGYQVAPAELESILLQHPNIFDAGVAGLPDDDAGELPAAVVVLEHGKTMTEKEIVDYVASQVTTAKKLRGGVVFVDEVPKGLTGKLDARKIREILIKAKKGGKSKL
#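 Purified P. pyralis luciferase, 10 nM final, with Km-level 10 uM D-luciferin and 10 uM ATP in 50 mM Tris acetate pH 7.5, 10 mM Mg acetate, 0.01% Tween-20, 0.05% BSA; 6-point qHTS titration about 60 µM downward; luminescence read.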
# p53 reactivator: restores transcriptional activity of mutant p53 | H1299 p53-A138V BP100-luciferase reporter, luminescence, 24 h | Potency, µM (titrated, usually from 92.2 µM), for inactives: at the top dose activity change, positive = activation, hits mostly activators | 320,000 tested, 0.063% active | AID 504706; note: potency is the fitted concentration of half-maximal effect; % of control where 0% means no effect; nearly all actives have a fitted effect of over 45% in size
#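 H1299 (p53-null), stable ts p53-A138V + BP100-Luc; 1000 cells/well, Opti-MEM/10% FBS; cpd 4 pt, 1:5; 24 h, 37 deg C, 5% CO2; detection reagent 10 min RT; luminescence.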
# NPC1 prom act: activators of NPC1 promoter | Huh7 NPC1 promoter luciferase reporter, 24 h | Potency, µM (doses to about 9.22 µM), for inactives: at the highest dose activation, usual class: activators | 320,000 tested, 2.4% active;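 note: potency is the fitted concentration of half-maximal effect; % of control where 0% means no effect; nearly all actives have a fitted effect of over 60% in size; reporter is driven by a mutant NPC1 promoter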
#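 Stable NPC1-promoter luciferase Huh7 line; cpd (DMSO) 24 h, 37 °C, 5% CO2; Amplite luciferase reagent 10 min RT; luminescence readout. qHTS format.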
# Numbers without * were called inactive; u = inconclusive; x = no result given; [ ] = another dose, or the depositor's remark. Unless noted, calls come from the whole dose curve; as a rule, active = well fitted curve in the direction sought with a large enough effect; inconclusive = small, poorly fitted or top-dose-only effect, or another doubt; inactive = no such curve, though single readings can be large; an effect the other way counts as inactive or inconclusive. The list is partial; the hit share may differ from the screen's.
# The line under a structure holds: ELG1 genotoxic	p53 reactivator	NPC1 prom act	PKM2 act	VP16 counter	Giardia kill	Menin-MLL TR inh	FLuc counter	BRCA1 expr up	RORg inh	Rab9 promoter act
1	Cc1ccccc1NC(=O)c1cccnc1
    1%	47%	-1%	1%	0%	2	4%	0%	18%	0%	-5%
2	CC(=O)NC(Cc1ccccc1C)C(=O)NC1CCN(C(=O)c2ccc(C)cc2)CC1 (configuration not stated)
    0%	4%	-2%	-3%	-3%	-4	-2%	-4%	-12%	4%	9%
3	N#Cc1c(SCC(=O)O)nc(N2CCOCC2)c2c1CCCC2
    -1%	0%	0%	-3%	-2%	4	x	-1%	-13%	17%	-2%
4	COc1ccccc1N/N=C1\COC(C)(C)CC1=O
    u	23%	23%	0%	-5%	5	x	u	2%	42%	29%
5	CC(=O)c1c(C)[nH]c(C(=O)Nc2ccc(C)c(S(=O)(=O)Nc3ccc(C)cc3C)c2)c1C
    -9%	5%	-6%	18µM*	-29%	52[activator]	x	-2%	-85%	-29%	11%
6	COc1ccc(NC(=O)C2CCN(C(=O)c3cccs3)CC2)cc1OC
    2%	-5%	-2%	0%	-2%	9	x	4%	0%	4%	2%
7	CCOc1cc(CN2CCCC(N3CCN(c4ccc(F)cc4)CC3)C2)ccc1OC (configuration not stated)
    -7%	u	-1%	5%	-13%	10	-7%	-1%	-28%	1%	0%
8	Cc1nc(NS(=O)(=O)c2cccc([N+](=O)[O-])c2)sc1C(C)(C)C
    -3%	x	-1%	2%	2%	14	9%	5%	-17%	26%	-1%
9	O=C(c1cc(Cl)cc(Cl)c1)N1CCN(c2cc(C(F)(F)F)nc3ccccc23)CC1
    -8%	2%	-3%	-5%	3%	-3	x	-1%	-49%	3%	-6%
10	COCCNC(=O)c1ccc(S(=O)(=O)N2CCCc3ccccc32)cc1
    x	u	-3%	0%	16µM*	-3	-4%	5%	-15%	-5%	-1%
11	CC(C)CN(C(=O)COC(=O)CNC(=O)c1sc2ccccc2c1Cl)C1CCS(=O)(=O)C1 (configuration not stated)
    2%	4%	-2%	x	x	-3	x	12µM*	-16%	x	-6%
12	O=C1CC(C(=O)Nc2ccccc2)S/C(=N\NC(=O)c2ccccc2Cl)N1 (configuration not stated)
    -5%	1%	-4%	12%	5µM*	7	1%	-21%	0%	3.2µM*	2%
13	Cc1cc(=O)[nH]c(N/N=C/c2ccc(Cl)c([N+](=O)[O-])c2)n1
    2%	-1%	0%	1%	2%	4	x	-7%	0%	u	2%
14	FC(F)Oc1ccc(-c2csc(Cc3nnc4n3CCCCC4)n2)cc1
    0%	4%	2%	-2%	-9%	8	2%	4%	-31%	40%	1%
15	CCOc1ccc(NC(=O)CN(C)Cc2ccc3c(c2)OCO3)cc1S(=O)(=O)N1CCCC1
    0%	-13%	2%	x	x	-27	x	2%	-4%	x	-4%
16	FC(F)(F)Sc1ccc(NC(=S)NCc2ccccc2)cc1
    -2%	21%	1%	-2%	u	6	x	-20%	-78%	13µM*	-2%
17	COc1ccc(N2CCN(S(=O)(=O)c3c(C)[nH]c(C)c3C(=O)N3CCCCC3)CC2)cc1
    0%[9.26 µM]	0%	1%	x	-8%	0	-1%	1%	-3%	1%	-2%
18	Cc1ccc(C(C)(C)NC(=O)C2CCC(=O)N(CC3CCCCC3)C2)cc1 (configuration not stated)
    -2%	15%	-5%	-1%	3%	27	-9%	-1%	2%	30%	4%
19	N#Cc1ccc(OCC(=O)NCCc2ccc(S(N)(=O)=O)cc2)cc1
    0%	0%	0%	-6%	-2%	-13	6%	1%	0%	13%	3%
20	O=C(CN1C(=O)COc2ccc(S(=O)(=O)N3CCOCC3)cc21)Nc1cccc(Cl)c1
    -3%	-8%	-5%	x	2%	3	x	-11%	-14%	1%	-5%
21	COc1ccccc1C(=O)N1CCN(c2cccc(Cl)c2)CC1
    -1%	-14%	-41%[inhibitor]	-7%	-10%	5	-7%	-3%	-70%	3%	-24%
22	COC(=O)C1(CCSC)NC(c2ccc(O)cc2)C2C(=O)N(c3ccc4c(c3)OCCO4)C(=O)C21 (configuration not stated)
    -6%	-2%	1%	2%	-3%	u	1%	-1%	5%	10%[10 µM]	-2%
23	CCC(C)NC(=O)CN1C(=O)NC2(CCOc3ccccc32)C1=O (configuration not stated)
    0%	-4%	-3%	2%	2%	-8	-4%	1%	-9%	-26%	5%
24	CCOc1nc(SCCOc2ccccc2)nc(N(C)C)n1
    -11%	-6%	8%	-7%	9%	-3	-2%	-1%	-15%	12%	0%
25	CCOC(=O)C1=C(C)N=c2s/c(=C\c3cccn3C)c(=O)n2C1c1cccc(OC)c1OC (configuration not stated)
    -27%	4%	-11%	3%	u	-11	-2%	-1%	-25%	u	-13%
26	O=C(Nc1ccc(N2CCOCC2)cc1)C1CC(O)CN1S(=O)(=O)c1ccc(Cl)cc1 (configuration not stated)
    -2%	0%	-2%	-2%	-5%[10 µM]	-3	4%	7%	-6%	9%	1%
27	O=C(Nc1nnc(-c2ccc(F)cc2)o1)c1ccco1
    4%	4%	9%	-10%	5µM*	-7	x	17µM*	-6%	u	0%
28	Cc1ccc(C(NC(=O)N2CC(C)OC(C)C2)C(Cl)Cl)cc1F (configuration not stated)
    -2%	3%	-2%	-23%	1%	1	-17%	-4%	5%	-14%	-5%
29	CCn1cc(-c2cc(C(=O)O)on2)c(C)n1
    6%	-2%	-4%	-3%	-11%[10 µM]	-8	0%	-7%	-17%	-12%	-1%
30	CC(=O)c1cc(C(=O)N2CCCC(CCC(=O)N(C)CCc3ccccn3)C2)cs1 (configuration not stated)
    1%	-1%	-1%	2%	2%	-11	0%	0%	0%	6%	-1%
31	CCc1cc2c(SCC(=O)NC3CCS(=O)(=O)C3)ncnc2s1 (configuration not stated)
    -1%	-4%	-6%	-14%	-2%	9	-17%	-3%	-7%	1%	-1%
32	CCCCN=C1NN=C(c2cccc([N+](=O)[O-])c2)CS1
    u	10%	18%	-2%	7%	-10	13%	u	81%	u	11%
33	CC(C)CNC(=O)c1cccc(NC(=O)CSc2ccccc2)c1
    1%	21%	-2%	5%	6%	5	-23%	u	3%	16%	-1%
34	COc1cc(C(=O)NC(C)C2CC3CCC2C3)ccc1OC(F)F (configuration not stated)
    -1%	3%	2%	x	x	15	x	5%	-44%	x	-8%
35	CCCOc1ccc(C(=O)OCC(=O)NCCc2ccc(OCC)c(OCC)c2)cc1OC
    -6%	-9%	-2%	-1%	-3%	5	x	1%	0%	-8%	4%
36	CCOC(=O)COc1ccc(Cl)cc1C1NC(=O)NC(C)=C1C(C)=O (configuration not stated)
    -5%	-3%	10%	1%	0%	-3	0%	2%	10%	-8%	5%
37	COc1ccc2[nH]c(=O)c(CNc3ccccc3C)cc2c1
    5%	27%	-1%	10%	22%	76[activator]	x	u	-9%	u	1%
38	Cc1ccc(CCNC(=O)C2CCN(C(=O)c3sccc3-n3cccc3)CC2)cc1
    -3%	-4%	1%	5%	7%	3	-10%	-2%	-51%	45%	3%
39	CSc1ccccc1C(=O)NC1CC2CCC1C2 (configuration not stated)
    4%	0%	6%	-1%	23%	2	-5%	2%	-16%	25%	-4%
40	CN(C)c1ncnc2c1ncn2C1OC(CO)C(O)C1O (configuration not stated)
    9%	-1%	-11%	-4%	-1%	-7	x	0%	-94%[inhibitor]	13%	-3%
41	COc1cccc(C(=O)/C=C/Nc2ccc(S(=O)(=O)Nc3ccc(C(C)=O)cc3)cc2)c1
    11%	u	-1%	10%	-18%	-4	x	u	-11%	u	0%
42	CC(=O)c1c(C)[nH]c(C(=O)OCC(=O)Nc2ccc(Cl)cc2[N+](=O)[O-])c1C
    3%	2%	-26%	8%	5µM*	-27	-1%	0%	-72%	u	-12%
43	COc1cccc(N2C(=O)C(CC(=O)Nc3ccc(F)cc3)N(C3CCCCC3)C2=O)c1 (configuration not stated)
    -11%	-2%	-5%	2%	15%	-6	12%	-1%	-32%	-1%	-1%
44	CCc1noc(C)c1C(=O)OCC(=O)Nc1ccccc1SC
    0%	2%	-3%	x	x	-8	x	8%	-11%	x	-4%
45	CC1CC(=O)c2cnc(NCC3CCCO3)nc2C1 (configuration not stated)
    u	u	4%	-1%	3%	-11	5%	2%	19%	29%	1%

# PKM2 act, what is marked active above
no. | SMILES | p53 reactivator | NPC1 prom act | PKM2 act | Menin-MLL TR inh | BRCA1 expr up | RORg inh | Rab9 promoter act
5 | CC(=O)c1c(C)[nH]c(C(=O)Nc2ccc(C)c(S(=O)(=O)Nc3ccc(C)cc3C)c2)c1C | 5% | -6% | 18µM* | x | -85% | -29% | 11%
